Screening data as filed in PubChem BioAssay.
RNase H inhibition = RNase H inhibition, HIV 1 Gag Pol polyprotein, FRET biochemical assay, screening (AID 372) | HIV-1 RT RNase H, FRET RNA/DNA substrate fluorescence; higher % means a stronger effect | one-dose inhibition, % at 10 µM; IC50 in µM for titrated hits | 100,000 compounds, 0.77% hits; in the data active = inhibition above about 50%
Active calls of the source: *.

SMILES	RNase H inhibition
Cc1nnc(NC(=O)c2cc(C(F)(F)F)cc(C(F)(F)F)c2)s1	15%
Cc1ccccc1C(=O)Nc1cccc(NC(=O)COc2ccc(Br)cc2)c1	10%
CCOC(=O)N1CCN(CC(O)COc2ccc(F)cc2)CC1 (stereo not drawn)	7%
COc1cc(C(c2ccc(C)o2)c2ccc(C)o2)c(O)c([N+](=O)[O-])c1	18%
Cc1cccc2sc(NC(=O)c3ccccc3C(=O)O)nc12	6%
O=C1c2cccc3cccc(c23)N1Cc1ccc(F)cc1Cl	27%
O=C(/C=C/c1cccs1)c1ccncc1	6%
COc1ccc(Cl)cc1NC(=O)c1cnn2c1NC(c1cccs1)CC2C(F)(F)F (stereo not drawn)	19%
COc1cc(Br)cc(/C=N/n2cnnc2)c1O	15%
CCOC(=O)c1c(NC(=S)Nc2ccccc2)sc2c1CCN(Cc1ccccc1)C2	15%
CCc1ccc(C2C(C(=O)OC3CCCCC3)=C(C)NC3=C2C(=O)CC(c2ccccc2)C3)cc1 (stereo not drawn)	15%
N/C(=N\OC(=O)c1ccc2ccccc2c1)c1ccccn1	9%
COc1ccc(C=C2C(=O)N(c3ccccc3)C(=O)N(c3ccccc3)C2=O)cc1C(=O)O	3%
Cc1cc(C)c(-n2c(O)c(C=Nc3cccc(O)c3)c(=O)[nH]c2=O)c(C)c1	5%
COc1ccccc1NC(=S)NC12CN3CN(CN(C3)C1)C2	5%
COC(=O)C(=C/C(Cl)=C/N(C)C)C(=O)OC	1%
CCc1ccc(NC(=O)c2cc(OC)c(OC)c(OC)c2)cc1	8%
CCOc1ccc(N(C(C)=O)C2SC(=O)N(c3cccc(C)c3)C2=O)cc1 (stereo not drawn)	11%
CC(=O)c1cccc(N2CN=c3s/c(=C\c4cccnc4)c(=O)n3C2)c1	6%
CCOc1cc(/C=N/NC(=O)c2cc(C)[nH]n2)ccc1OC(=O)c1cccc2ccccc12	25%
COC(=O)C1=C(C)NC(=O)NC1c1cc(Cl)c(O)c(OC)c1 (stereo not drawn)	8%
CC1C(=O)C(C)C(c2ccc(Cl)cc2)NC1c1ccc(Cl)cc1 (stereo not drawn)	10%
Cc1ccc(C2(c3ccc(C)cc3)CC2C(=O)NC(C)(C)C)cc1 (stereo not drawn)	4%
O=C(NC(Cc1ccccc1)C(=O)NC(Cc1ccccc1)C(=O)O)c1ccccc1 (stereo not drawn)	3%
CC(=O)Nc1ccc(S(=O)(=O)Nc2nc(C)cc(-n3nc(C)cc3C)n2)cc1	11%
CN1CCN(S(=O)(=O)c2cccc(S(=O)(=O)c3ccc(Cl)c(Cl)c3)c2)CC1	13%
CC1(C)Cc2ccccc2C(Nc2ccc(S(N)(=O)=O)cc2)=N1	8%
Cc1ccc(N=Cc2ccc(-c3ccc([N+](=O)[O-])s3)s2)cc1	0%
COc1ccc(C2CC(c3ccc(Cl)cc3)=NN2c2ccccc2Cl)c(OC)c1 (stereo not drawn)	0%
Cc1ccc(S(=O)(=O)Oc2cccc(/C=C3/SC(=S)N(c4ccccc4)C3=O)c2)cc1	11%
Cc1nc(N/N=C/c2ccc(F)cc2)cc(-c2ccccc2)n1	10%
COc1ccccc1N1CCN(C(=O)CSc2ccc(C)cc2)CC1	10%
COc1cc(/C=N/N(C)c2ccccc2)cc(Cl)c1O	46%
C=CCn1c(CSc2nc3ccccc3s2)n[nH]c1=S	0%
O=C1/C(=C\c2ccc3c(c2)OCO3)SC(=S)N1CCc1ccccc1	22%
O=C(Nc1ccccc1C(=O)Nc1ccc(O)cc1)c1ccccc1	7%
Cc1cc(/C=C2\C(=O)NC(=S)N(c3ccc(Br)cc3)C2=O)c(C)n1-c1cccnc1	19%
CCSC(=S)NNC(=O)c1ccncc1	11%
Cc1ccc(C(=O)N2N=C(c3ccccc3)CC2(O)C(F)(F)F)cc1 (stereo not drawn)	16%
CC1=C(C(=O)OCCOc2ccccc2)C(c2cccc(O)c2)NC(=O)N1 (stereo not drawn)	19%
C=CCc1cc(/C=C2\C(=O)NC(=O)N(c3ccccc3C)C2=O)cc(OCC)c1O	0%
CCOC(=O)N1CCN(C(=O)CN2C(=O)c3ccccc3C2=O)CC1	0%
Cc1sc(NC(=O)c2sc3ccccc3c2Cl)c(C(N)=O)c1C	7%
C=CCNC(=O)CN(c1ccc(C)cc1)S(=O)(=O)c1ccc(OCC)cc1	10%
CC(C)(CN1CCOCC1)NS(=O)(=O)c1ccc(Cl)cc1	2%
COc1ccc(NC2=C(Cl)C(=O)N(c3ccc(C)cc3C)C2=O)cc1	15%
CCCOc1ccc(C(=O)NCCC(=O)O)cc1	6%
O=C(O)CSc1nnc(-c2ccc(Cl)cc2Cl)n1-c1ccc(Cl)cc1	0%
C=CCc1ccccc1OCCOc1ccc(Cl)cc1/C=C1/SC(=S)N(C)C1=O	31%
O=C(NC(=S)Nc1cc(Cl)ccc1Cl)c1ccco1	27%

(further entries)
SMILES	RNase H inhibition
Cc1cccc(-n2c(C)cc(/C=C3\SC(=O)NC3=O)c2C)c1C	27%
Cc1ccccc1OCCOc1cccc(/C=N/n2cnnc2)c1	28%
CCOC(=O)C1=C(C)N=c2s/c(=C\c3ccccc3OCc3ccccc3)c(=O)n2C1c1ccccc1Cl (stereo not drawn)	4%
CCOc1cc(/C=c2\sc3n(c2=O)C(c2cccc(OC)c2)C(C(=O)Nc2ccccc2)=C(C)N=3)ccc1O (stereo not drawn)	16%
Cc1cc(NCc2cccnc2)nc2ccccc12	0%
Fc1ccc(Nc2nc(N/N=C/c3cn[nH]c3-c3ccccc3)nc(N3CCOCC3)n2)cc1	8%
CCOc1ccc(N2C(=O)CC(Sc3nc4ccc(OCC)cc4s3)C2=O)cc1 (stereo not drawn)	18%
O=C1N=c2ccc([N+](=O)[O-])cc2=C1c1sc(NS(=O)(=O)c2ccccc2)nc1O	0%
O=C(NNC(=O)C12CC3CC(CC(C3)C1)C2)c1cccnc1	8%
CCOc1ccccc1OCCCOc1c(C)cc(Cl)cc1Cl	9%
CCOC(=O)C1=C(O)/C(=C/c2ccc(Br)cc2)SC1=Nc1ccccc1	5%
CCOC(=O)c1cccc(NC(=O)c2cc(OCC)c(OCC)c(OCC)c2)c1	22%
CCc1ccccc1Nc1nc(-c2c(C)nc3ccccn23)cs1	24%
O=C(O)COc1ccc(/C=N/NC(=O)C(O)(c2ccccc2)c2ccccc2)cc1	9%
CCCCOc1ccc(C(=O)NC(=S)Nc2cccc(Cl)c2Cl)cc1	15%
CCn1c(C)nc2c(Br)c(O)ccc21	0%
COc1ccc(S(=O)(=O)Nc2ccccc2C(F)(F)F)cc1	3%
COc1ccc(C2C3=C(CC(C)(C)CC3=O)NC3=C2C(=O)CC(C)(C)C3)c(OC)c1	13%
O=C1CC(NCCc2ccccc2)C(=O)N1c1ccc(Br)cc1 (stereo not drawn)	8%
CC1=C(C(=O)OCCOc2ccccc2)C(c2ccc(N(C)C)cc2)NC(=S)N1 (stereo not drawn)	25%
COc1cc(-c2ccc(NC(=O)c3ccc(Cl)c(Cl)c3)c(OC)c2)ccc1NC(=O)c1ccc(Cl)c(Cl)c1	9%
Cc1ccccc1NS(=O)(=O)c1ccc2c(c1)C(=NO)c1cc(S(=O)(=O)Nc3ccccc3C)ccc1-2	19%
CCCC1=C(C(=O)OCC)C(c2ccccc2Cl)NC(=O)N1 (stereo not drawn)	5%
O=C(NNC1=C(C(=O)C(F)(F)F)CCC1)c1cccc(Cl)c1	17%
COc1ccc(/C=C(\C#N)C(=O)O)cc1	3%
COc1ccc2c(=O)c(-c3cnn(-c4ccccc4)c3)c(C)oc2c1	20%
Cc1ccc(C)c(OCCOc2ccccc2/C=C2\SC(=S)N(C)C2=O)c1	32%
CC(C)c1ccccc1NC(=O)c1sc2ccccc2c1Cl	10%
Cc1onc(-c2c(Cl)cccc2Cl)c1C(=O)NCCc1ccc(S(N)(=O)=O)cc1	21%
O=C(NCCSCc1ccc(Cl)cc1)c1ccc([N+](=O)[O-])cc1	0%
C=CCOc1ccc(/C=N/NC(=O)CO)cc1	2%
Cc1[nH]c2ccccc2c1SCC(=O)O	2%
Cc1nc(N)sc1-c1csc(Nc2ccc(Br)cc2Br)n1	8%
COc1cc(CN2CCN(Cc3cccc(F)c3)CC2)cc(OC)c1OC	14%
COc1cc(/C=N/NC(=O)c2ccccn2)cc([N+](=O)[O-])c1O	0%
Cc1ccc(C(=O)N/C(=C/c2cccnc2)C(=O)Nc2cccc(C)c2)cc1	10%
CCOC(=O)C1=C(C)N=c2s/c(=C/c3ccc(-c4ccc([N+](=O)[O-])cc4C)o3)c(=O)n2C1c1cccs1 (stereo not drawn)	15%
Cc1c(NC(=O)CSc2nnc(-c3cccc(F)c3)n2-c2ccccc2)c(=O)n(-c2ccccc2)n1C	0%
CC1CCCN(c2cc(N3CCCC(C)C3)c3nonc3c2[N+](=O)[O-])C1 (stereo not drawn)	18%
CC1=CC(O)(c2ccccc2)C(N2CCOCC2)N1O (stereo not drawn)	0%
O=C(N/N=C/c1cc(Cl)ccc1O)/C(=C\c1ccc2c(c1)OCO2)NC(=O)c1ccccc1	16%
O=C(NCc1cccs1)c1nn2c(c1Cl)NC(c1ccccc1)CC2C(F)(F)F (stereo not drawn)	24%
O=C(Nc1ccc2c(c1)OCO2)c1ccco1	4%
COc1ccc(CC(=O)Nc2cccc(F)c2)cc1OC	10%
COc1ccc(CNCc2ccc(OC)c(OC)c2)cc1	7%
CCOC(=O)C1=C(C)N=c2s/c(=C/c3ccc(OC)c(Br)c3)c(=O)n2C1c1c(OC)ccc2ccccc12 (stereo not drawn)	12%
O=C(Nc1cccc(Br)c1)c1ccccc1Oc1ccccc1	8%
CCCCCCOC(=O)C1=C(C)NC(=O)NC1c1ccc(Br)cc1 (stereo not drawn)	53%*
CC1CCCN(C(=O)C(Sc2ccccc2)c2ccccc2)C1 (stereo not drawn)	9%
COCCOC(=O)c1c(C)oc2ccc(OC(=O)c3ccccc3OC)cc12	0%

Other compounds follow:
SMILES	RNase H inhibition
COc1cc(C)ccc1OCCCOc1ccccc1Br	30%
COC(=O)c1ccc(/C=N/NC(=O)C2CC(=O)N(c3ccc(Cl)cc3)C2)cc1 (stereo not drawn)	5%
CCOc1ccc(NC(=O)CC2SC(=Nc3ccccc3)N(c3ccccc3)C2=O)cc1 (stereo not drawn)	21%
CCc1ccc(NC(=S)NC(=O)c2ccc(I)cc2)cc1	1%
Cc1c(NC(=O)c2cc([N+](=O)[O-])ccc2Cl)cccc1-c1nc2ccccc2s1	6%
Cc1cccc(/C=N/NC(=O)c2ccc([N+](=O)[O-])cc2)c1	4%
O=C(Nc1ccc(F)cc1)c1ccc(C#Cc2ccccc2)cc1	13%
COc1ccc(CSCC(=O)O)cc1C(=O)O	7%
Cc1ccc(C(C)C)c(OCc2nnc(NC(=O)c3ccc(Cl)cc3Cl)s2)c1	13%
COc1ccc(Nc2ncnc3scc(-c4ccccc4)c23)cc1	32%
CNC(=S)N/N=C/c1ccc(-c2ccc([N+](=O)[O-])cc2OC)o1	4%
O=C(N/N=C/c1cccs1)C(=O)Nc1ccccc1	9%
Cc1ccc(/C=C2/SC(=S)N(CCCC(=O)Nc3c(C)cc(C)cc3C)C2=O)cc1	15%
CCOc1cc(/C=N/NC(=O)COc2ccccc2[N+](=O)[O-])cc(I)c1O	0%
CCc1cc(-c2n[nH]c(C(F)(F)F)c2-c2cnn(-c3ccccc3)c2)c(O)cc1O	10%
COc1cccc(OCCOCCOc2ccc(Br)cc2)c1	23%
O=C(N/N=C/c1ccc(OC2CSC2)cc1)c1ccncc1	0%
COc1ccc(C(=O)Nc2cccc(-c3nc4cc(Cl)ccc4o3)c2C)cc1[N+](=O)[O-]	10%
COc1ccc(CN2C(=O)NC(=O)/C(=C\C=C\c3ccccc3)C2=O)cc1	10%
COc1ccc(OC)c(NC(=O)c2ccc(C(=O)O)cc2C(=O)O)c1	2%
Cc1nc(-c2ccccc2)nc(N/N=C/c2c(F)c(F)c(F)c(F)c2F)c1C	6%
Cc1ccccc1-n1c(C)cc(/C=C(\C#N)C(=O)Nc2ccccc2)c1C	8%

By substructure: the entries above containing two or more sulfur atoms
SMILES	RNase H inhibition
CCOC(=O)c1c(NC(=S)Nc2ccccc2)sc2c1CCN(Cc1ccccc1)C2	15%
CN1CCN(S(=O)(=O)c2cccc(S(=O)(=O)c3ccc(Cl)c(Cl)c3)c2)CC1	13%
Cc1ccc(N=Cc2ccc(-c3ccc([N+](=O)[O-])s3)s2)cc1	0%
Cc1ccc(S(=O)(=O)Oc2cccc(/C=C3/SC(=S)N(c4ccccc4)C3=O)c2)cc1	11%
C=CCn1c(CSc2nc3ccccc3s2)n[nH]c1=S	0%
O=C1/C(=C\c2ccc3c(c2)OCO3)SC(=S)N1CCc1ccccc1	22%
CCSC(=S)NNC(=O)c1ccncc1	11%
Cc1sc(NC(=O)c2sc3ccccc3c2Cl)c(C(N)=O)c1C	7%
C=CCc1ccccc1OCCOc1ccc(Cl)cc1/C=C1/SC(=S)N(C)C1=O	31%
CCOc1ccc(N2C(=O)CC(Sc3nc4ccc(OCC)cc4s3)C2=O)cc1 (stereo not drawn)	18%
O=C1N=c2ccc([N+](=O)[O-])cc2=C1c1sc(NS(=O)(=O)c2ccccc2)nc1O	0%
Cc1ccccc1NS(=O)(=O)c1ccc2c(c1)C(=NO)c1cc(S(=O)(=O)Nc3ccccc3C)ccc1-2	19%
Cc1ccc(C)c(OCCOc2ccccc2/C=C2\SC(=S)N(C)C2=O)c1	32%
Cc1nc(N)sc1-c1csc(Nc2ccc(Br)cc2Br)n1	8%
CCOC(=O)C1=C(C)N=c2s/c(=C/c3ccc(-c4ccc([N+](=O)[O-])cc4C)o3)c(=O)n2C1c1cccs1 (stereo not drawn)	15%
Cc1ccc(/C=C2/SC(=S)N(CCCC(=O)Nc3c(C)cc(C)cc3C)C2=O)cc1	15%

Not all compounds are listed. The share of hits here may be higher or lower than overall.
